From PubChem BioAssay
S100A4 MyoIIA = inhibitors of S100A4-myosin IIA peptide binding, primary screen, biochemical, fluorescence polarization, TAMRA-MyoIIA peptide; Protein S100-A4 (Homo sapiens), P26447; inhibition, % at 10.7 µM; 0.14% of 360,000 active;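 active = mean inhibition of at least 70% across replicates, with every replicate also reaching that level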
Target sequence (P26447 whole entry, looked up): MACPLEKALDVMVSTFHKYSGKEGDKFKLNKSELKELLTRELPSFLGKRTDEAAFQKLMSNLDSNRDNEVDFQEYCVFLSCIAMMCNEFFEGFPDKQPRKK
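Material: S100A4 monomer protein | Medium: HEPES pH 7.2 with CaCl2, KCl, NaCl, DTT, Triton | Reagent: Labelled myosin peptide probe, 5 nM | Doses: One dose per compound | Times: 5 min incubation before reading | Benchmarks: Neutral control DMSO, positive control TFP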
FN deposition inh = inhibitors of fibronectin matrix deposition, primary screen, AH1F cells, Alexa488-fibronectin fluorescence, plate reader; 0.086% of 350,000 active; AID 743247, 2014; AH1F fibroblasts, overnight; inhibition, % at 12.6 µM;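 active = mean inhibition across replicates of 30% or more, regardless of how many single replicates reach that level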;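 also: positive control wells lacked labelled fibronectin entirely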
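Assay system: AH1F fibroblast monolayer, labelled fibronectin deposition. Amount: 10000 cells per well. Also added: labelled fibronectin 24 nM. Compound: single-point pinned compound. Incubation: cell attachment 1 h, compound and FN exposure overnight. Detection: fluorescence after three HBSS washes, excitation 485 nm, emission 525 nm. Read-out: inhibition of fibronectin deposition signal.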
PGC1a acetyl inh = inhibitors of PGC1a acetylation signal, primary screen, cell-based, U2OS, AlphaScreen, inhibitor mode | AlphaScreen anti-acetyl-lysine; with virally co-expressed GCN5 acetyltransferase | inhibition, % at 15.6 µM | 0.17% of 350,000 active | AID 651687, 2012;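 active = every replicate shows inhibition of at least 40%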;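 also: 0% = neutral control wells and 100% = positive control wells; some results beyond the cut were filed as inactive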
ERAP1 inh = human ERAP1 aminopeptidase inhibitors, primary screen, biochemical, single point, plate reader; Endoplasmic reticulum aminopeptidase 1 (Homo sapiens), Q9NZ08; recombinant ERAP1, Leu-AMC fluorescence, 60 min; inhibition, % at 10.7 µM; 0.15% of 340,000 active; AID 652197, 2013;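 active = mean replicate inhibition of at least 30%, or all replicates individually reaching that 30% level; inactive = mean below 30% and not every replicate reaching it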;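 also: 0% = neutral control wells and 100% = L-leucinethiol positive control wells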
PAX8 inh HTS = inhibitors of PAX8-driven TPO luciferase reporter, primary screen, RMG-I cells, single concentration. inhibition, % at 12.6 µM. 1.2% of 360,000 active. AID 652154, 2013. SteadyGlo, 24 h;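 active = mean replicate inhibition at least 60% with every replicate also reaching 60%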;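 also: luciferase light reporting Pax8 driven TPO promoter activity; plate controls were median of neutral control wells for no effect and mitoxantrone controls for full effect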
LGR2 antag = inhibitors of bursicon-induced LGR2 CRE-luciferase signal, primary screen, cell-based, HEK293, CRE-luciferase reporter, bursicon stimulation; Drosophila bursicon receptor LGR2 (rickets); bursicon-stimulated, 4 h; inhibition, % at 9.99 µM; 0.35% of 380,000 active; AID 720647, 2013;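 active = drop in luminescence signal, shown as inhibition above about 50% in the replicate tests, limit read from the data, passing the limit was not always enough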;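 also: agonist challenge used bursicon conditioned medium at about half maximal strength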
PglD inh = C. jejuni PglD acetyltransferase inhibitors, primary screen, biochemical, DTNB colorimetric, single point. purified PglD enzyme, DTNB colorimetric CoA detection. 0.098% of 360,000 active. inhibition, % at 12.5 µM. UDP-N-acetylbacillosamine N-acetyltransferase PglD (Campylobacter jejuni). AID 602405, 2012; in the data active = inhibition above about 16%, passing the limit was not always enough; also: strong numbers were not always called active
EWS-Fli inh = EWS/Fli-driven NR0B1 reporter inhibitors, primary screen, A673 cells, NR0B1 luciferase, luminescence, MLPCN library; AID 651661, 2012; 0.67% of 350,000 active; viability-normalised; inhibition, % at 12.6 µM;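 active = mean inhibition of at least 50% after viability correction, with every replicate also passing that limit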;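 also: firefly luciferase signal divided by Alamar Blue viability fluorescence both relative to DMSO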
An asterisk follows results filed as active; x = not tested or not shown; & = joins results of further samples. An unsorted share of the library; overall some 2.1% were active at least once.

SMILES	S100A4 MyoIIA	FN deposition inh	PGC1a acetyl inh	ERAP1 inh	PAX8 inh HTS	LGR2 antag	PglD inh	EWS-Fli inh
C[C@@H]1CCCCO[C@H](CN(C)Cc2ccc3c(c2)OCO3)[C@H](C)CN([C@@H](C)CO)C(=O)c2cc(NC(=O)c3ccccc3)ccc2O1	2&-1	-8	1&-3	-3&2	-14&-32	17	7&1	-3&10
COc1ccccc1-c1cn(CC[C@@H]2CC[C@@H](NC(=O)NC(C)C)[C@@H](CO)O2)nn1	29	5	3	2	-3	23	2	4
C[C@@H]1CN([C@@H](C)CO)C(=O)c2cccc(NC(=O)C3CCOCC3)c2O[C@H]1CN(C)CC1CCCCC1	5	-5	-1	x	-6	-7	9	2
N#C[C@H]1[C@@H](c2ccc(-c3cccc(F)c3)cc2)[C@H](CO)N1c1nc(-c2ccccc2)cs1	-12	-4	x	-3	x	-7	x	-2
C[C@@H]1CN([C@H](C)CO)C(=O)c2cc(NC(=O)NC3CCCCC3)ccc2O[C@@H]1CN(C)Cc1ccncc1	-3	-19	-15	-2	-17	-33	3	0
CCc1cc2c(=O)oc(-c3ccc(F)cc3)nc2s1	-2	1	14	2	10	x	-2	-54
CC(C)C#Cc1ccc2c(c1)O[C@H](CN(C)CC1CCOCC1)[C@H](C)CN([C@H](C)CO)S2(=O)=O	-4	-1	-14	0	x	8	0	15
Cn1cnc(S(=O)(=O)N2CCCCN3[C@H](CO)[C@@H](c4ccc(-c5ccccc5)cc4)[C@H]3C2)c1	6	x	0	-1	10	2	-4	-2
O=C(O)CC(Cc1ccccc1)(C(=O)O)c1ccccc1 (stereo unspecified)	-5	-3	2	2	5	-2	-9	-8
CC(C)NC(=O)N(C)C[C@@H]1OCCCC[C@@H](C)Oc2ccc(NC(=O)C3CCCCC3)cc2C(=O)N([C@H](C)CO)C[C@@H]1C	1	2	8	4	-12	-10	3	x
COc1cccc(N(CC(=O)Nc2cccnc2)S(C)(=O)=O)c1	-18	8	35	2	-8	-3	0	1
CC1CCc2nn(CC(=O)N3CCN(C(=O)c4ccco4)CC3)cc2C1 (stereo unspecified)	1	-11	-3	-1	7	-8	6	-6
CCc1nc2c(OCCc3cccc(OC)c3)cccn2c1N(C=O)Cc1ccc(OC)cc1	-5	-2	x	3	5	10	-2	6
CC1CC(C)CN(CCCNC(=O)Cn2ncc3c(=O)oc4ccccc4c32)C1 (stereo unspecified)	-5	6	-1	8	-3	1	0	-3
NNC(=O)/C(=C\c1ccco1)NC(=O)c1ccco1	-5	4	10	0	1	-2	8	6
Cc1ccc(S(=O)(=O)Nc2cc(C(=O)O)ccc2N2CCCCC2)cc1	11	x	9	-1	x	-11	x	-4
C[C@H](CO)N1C[C@H](C)[C@@H](CN(C)S(=O)(=O)c2cccs2)Oc2ccc(NC(=O)C3CCCCC3)cc2CC1=O	2	x	11	-2	10	-11	-2	7
Cc1ccc(NCCN(C)C)c2c(=O)c3cc(O)ccc3sc12	1	15	-48	64*	-13	-4	x	52*
C#CCN1N=C(c2ccc(C)cc2)CSC1=O	14	3	-8	3	9	-9	1	12
CN(CC(=O)Nc1ccc(Cl)c(C(F)(F)F)c1)C(=O)c1ccccc1SCC(=O)N1CCCC1	-7	x	-2	0	5	7	-1	8
O=C(O)CSc1nnc(CSc2nc3ccccc3s2)n1-c1ccccc1	-4	1	x	-5	-13	-1	12	2
CCOc1cc(C(=O)NCCN2C(=O)S/C(=C\c3cccnc3)C2=O)cc(OCC)c1OCC	-2	-4	4	0	21	20	x	5
CCC(NC(=O)C1CCCC1)c1ccc(C)cc1 (stereo unspecified)	4	1	x	1	12	2	-2	3
Cc1ccc(Cl)cc1N1CCN(S(=O)(=O)c2ccc3c(c2)CC(=O)N3C)CC1	17	3	-5	1	-5	-4	-5	12
COC(=O)C1=CN(c2ccc(C(C)(C)C)cc2)C(N)=C(C#N)C1c1cccc2ccccc12 (stereo unspecified)	-1	x	x	x	51	-21	x	-23
Cc1cccc(-n2nnc(C(=O)NC3CCCc4ccccc43)c2N)c1 (stereo unspecified)	x	0	-9	x	26	x	3	x
C[C@@H]1CCCCO[C@@H](CN(C)C(=O)c2ccncc2)[C@@H](C)CN([C@H](C)CO)C(=O)c2cc(N(C)C)ccc2O1	12	9	3&8	-2	3&-22	-12&3	-4	2&-4
COc1ccc(C(CCNCc2ccccc2)c2ccc(F)cc2)cc1 (stereo unspecified)	x	-3	-2	x	-5	-1	5	x
COc1ccc2c(c1)C(SCC(=O)NCc1ccccc1)CC(C)(C)O2 (stereo unspecified)	-2	18	1	0	5	-2	1	-7
COC(=O)C[C@@H]1CC[C@@H]2[C@H](COC[C@H](O)CN2S(=O)(=O)c2cn(C)cn2)O1	x	-2	-2	x	5	22	-1	-13

Entries listed so far with nitrogen in an aromatic ring (14):
SMILES	S100A4 MyoIIA	FN deposition inh	PGC1a acetyl inh	ERAP1 inh	PAX8 inh HTS	LGR2 antag	PglD inh	EWS-Fli inh
COc1ccccc1-c1cn(CC[C@@H]2CC[C@@H](NC(=O)NC(C)C)[C@@H](CO)O2)nn1	29	5	3	2	-3	23	2	4
N#C[C@H]1[C@@H](c2ccc(-c3cccc(F)c3)cc2)[C@H](CO)N1c1nc(-c2ccccc2)cs1	-12	-4	x	-3	x	-7	x	-2
C[C@@H]1CN([C@H](C)CO)C(=O)c2cc(NC(=O)NC3CCCCC3)ccc2O[C@@H]1CN(C)Cc1ccncc1	-3	-19	-15	-2	-17	-33	3	0
CCc1cc2c(=O)oc(-c3ccc(F)cc3)nc2s1	-2	1	14	2	10	x	-2	-54
Cn1cnc(S(=O)(=O)N2CCCCN3[C@H](CO)[C@@H](c4ccc(-c5ccccc5)cc4)[C@H]3C2)c1	6	x	0	-1	10	2	-4	-2
COc1cccc(N(CC(=O)Nc2cccnc2)S(C)(=O)=O)c1	-18	8	35	2	-8	-3	0	1
CC1CCc2nn(CC(=O)N3CCN(C(=O)c4ccco4)CC3)cc2C1 (stereo unspecified)	1	-11	-3	-1	7	-8	6	-6
CCc1nc2c(OCCc3cccc(OC)c3)cccn2c1N(C=O)Cc1ccc(OC)cc1	-5	-2	x	3	5	10	-2	6
CC1CC(C)CN(CCCNC(=O)Cn2ncc3c(=O)oc4ccccc4c32)C1 (stereo unspecified)	-5	6	-1	8	-3	1	0	-3
O=C(O)CSc1nnc(CSc2nc3ccccc3s2)n1-c1ccccc1	-4	1	x	-5	-13	-1	12	2
CCOc1cc(C(=O)NCCN2C(=O)S/C(=C\c3cccnc3)C2=O)cc(OCC)c1OCC	-2	-4	4	0	21	20	x	5
Cc1cccc(-n2nnc(C(=O)NC3CCCc4ccccc43)c2N)c1 (stereo unspecified)	x	0	-9	x	26	x	3	x
C[C@@H]1CCCCO[C@@H](CN(C)C(=O)c2ccncc2)[C@@H](C)CN([C@H](C)CO)C(=O)c2cc(N(C)C)ccc2O1	12	9	3&8	-2	3&-22	-12&3	-4	2&-4
COC(=O)C[C@@H]1CC[C@@H]2[C@H](COC[C@H](O)CN2S(=O)(=O)c2cn(C)cn2)O1	x	-2	-2	x	5	22	-1	-13
